# NPYLR7 ag: agonists of mosquito NPYLR7 receptor, primary screen, cell-based, Aedes aegypti, calcium fluorescence, mosquito biting behavior; Aedes aegypti neuropeptide Y-like receptor 7 (NPYLR7); HEK293T NPYLR7/Galpha15, GCaMP6s calcium fluorescence; activation, % at 10 µM; hit rate 0.15% among 270,000; in the data active = activation above about 40%;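 also: 0% = vehicle and 100% = reference agonist at the receptor; some compounds past the cut are filed as inactive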
# mcGAS inh: cyclic GMP-AMP synthase inhibitors, mouse, primary biochemical chemiluminescence; recombinant cGAS, Kinase-Glo ATP depletion luminescence; inhibition, % at 12.5 µM; hit rate 0.15% among 160,000;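 also: 0% = negative control wells and 100% = reference inhibitor with no enzyme activity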
# hcGAS inh: Primary biochemical luminescence assay for human cyclic GMP-AMP synthase inhibitors. Q8N884. recombinant h-cGAS, ATP depletion, Kinase-Glo luminescence. inhibition, % at 12.5 µM. hit rate 0.081% among 290,000;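 also: 0% = vehicle reaction and 100% = reaction without DNA for no activity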
# Target sequence (Q8N884 whole entry, looked up): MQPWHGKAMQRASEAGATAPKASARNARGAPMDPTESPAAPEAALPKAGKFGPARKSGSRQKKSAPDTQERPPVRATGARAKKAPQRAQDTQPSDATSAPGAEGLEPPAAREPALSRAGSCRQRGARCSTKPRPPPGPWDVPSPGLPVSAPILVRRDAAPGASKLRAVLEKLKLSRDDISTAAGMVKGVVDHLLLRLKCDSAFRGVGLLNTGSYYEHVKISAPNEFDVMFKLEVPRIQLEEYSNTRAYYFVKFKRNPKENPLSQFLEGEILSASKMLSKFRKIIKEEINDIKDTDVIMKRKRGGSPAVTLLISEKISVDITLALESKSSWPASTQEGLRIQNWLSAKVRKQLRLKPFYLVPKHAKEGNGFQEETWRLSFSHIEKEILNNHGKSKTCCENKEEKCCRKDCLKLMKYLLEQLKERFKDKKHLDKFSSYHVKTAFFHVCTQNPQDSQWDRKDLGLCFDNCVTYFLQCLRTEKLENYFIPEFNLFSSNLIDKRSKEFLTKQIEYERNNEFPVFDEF
# An asterisk follows results filed as active; . = not tested or not shown; & = joins results of further samples. Rule as the data show it, unless noted: active = inhibition above about 40%; inactive = the rest.
# The line under a structure holds: NPYLR7 ag	mcGAS inh	hcGAS inh
O=c1c2nc(N3CCOCC3)sc2c(-c2ccccc2)nn1Cc1ccc(Cl)cc1Cl
 : -4	-10	-10
COc1ccc(-c2nc(N)nc3c2CN(C(=O)CCN2CCCCO2)C3)cc1
 : 4	.	-7
CCCCC(CC)CNC(=O)c1nc(NCc2ccco2)ncc1Cl (stereo not given)
 : -1	.	2
CCCOc1nn(CCC)cc1C(=O)N1CCC(C(N)=O)CC1
 : 2	-5	-6
Nc1cc(-c2cccc(Cl)c2)nn1-c1ccc(C(=O)N[C@H](CO)Cc2ccccc2)cc1
 : 9	-3	-1
Cc1sc(NC(=O)c2ccncc2)nc1-c1ccccc1
 : -2	-5	-6
CN1CCN(c2nccc(C(F)(F)F)n2)CC1C(=O)O (stereo not given)
 : 13	.	-10
CCNc1cc(C)nc2nc(C(F)(F)F)nn12
 : 2	-5	-3
COc1ccc(-c2nc(CSCc3ccc(Cl)c(Cl)c3)cs2)cc1OC
 : 4	-5	-3
c1cc(-c2ccc(CNC3CC3)cc2)c2ccncc2c1
 : 3	-11	-3
Cc1nc2ccccc2c(C)c1CC(=O)NCC(C)C
 : -3	.	3
Cc1cc(C)cc(-c2cncc(CN3CCC(C(N)=O)CC3)c2)c1
 : 5	.	-10
O=C(CN1CCc2sccc2C1c1cccc(F)c1)N1CCN(C(=O)NCc2ccccc2)CC1 (stereo not given)
 : 14	-4	-9
Cc1nc2cc(NC(=O)CCc3ccc(S(=O)(=O)N4CCCC4)cc3)ccc2o1
 : 1	-4	-6
COc1cc(-c2cnc(C)[nH]2)cc(OC)c1OC
 : 7	-16	-5
CCCCCNC(=O)CN1C(=O)NC(C)(c2ccccc2)C1=O (stereo not given)
 : 3	.	-3
Cc1ccc(-n2nc(C(C)(C)C)cc2NC(=O)CN(Cc2ccco2)C(=O)c2cccc(Br)c2)c(C)c1
 : 1	1	7
S=c1nc[nH]c2c1nnn2Cc1ccc(Cl)cc1
 : -3	.	-7
COc1cccc(C(=O)N2CCC(C(NC(=O)c3cccc(C)c3)C(=O)N3CCOCC3)CC2)c1 (stereo not given)
 : -2	-6	-7
COc1cccc(-c2cc(-c3ccc(C(=O)NCc4ccc(OC)c(OC)c4)cc3)[nH]n2)c1
 : 31	-8	-4
c1cc2c(cc1CNc1nc(C3CCCC3)nc3c1CNC3)OCO2
 : 20	-13	-3
O=c1oc2ccc3ccccc3c2cc1-c1nnc(Nc2ccc(Oc3ccc(Cl)cc3)cc2)s1
 : -9	-5	-6
O=C(CSc1nc2c(c(=O)n1-c1ccccc1)SCC2)c1ccccc1
 : -1	.	-7
Cc1cccc2[nH]c(COC(=O)C3CCCC3)cc12
 : 2	.	-4
COc1cccc(C(=O)Nc2c(C)nc3cc(C)ccn3c2=O)c1OC
 : 3	.	-15
COc1ccccc1C(C)NC(=O)NC(c1ccc2c(c1)OCCCO2)C(C)C (stereo not given)
 : 15	-6	-4
CCN(CC)C(=O)Cn1cc(C(=O)N2CCCC2c2nc3ccccc3s2)nn1 (stereo not given)
 : 7	.	-4
COc1cc(C(=O)N(C)CCN2CCC(C)CC2)ccc1F
 : -5	.	-9
CC(C)(C)N1CC(C(=O)N2CCC(CCC(=O)NC3CC3)CC2)CC1=O (stereo not given)
 : -6	.	-2
COc1ccc(Br)cc1/C=C1/SC(=S)N(CC(=O)O)C1=O
 : -1	.	-1

# Single entries from the list:
# Result of Cc1sc(NC(=O)c2ccncc2)nc1-c1ccccc1 under hcGAS inh: -6
# Result of Nc1cc(-c2cccc(Cl)c2)nn1-c1ccc(C(=O)N[C@H](CO)Cc2ccccc2)cc1 under hcGAS inh: -1
# Result of CC(C)(C)N1CC(C(=O)N2CCC(CCC(=O)NC3CC3)CC2)CC1=O (stereo not given) under hcGAS inh: -2

# Given field by field: 4 of the compounds above
canonical_smiles: Cc1sc(NC(=O)c2ccncc2)nc1-c1ccccc1
  NPYLR7 ag: -2; mcGAS inh: -5; hcGAS inh: -6
canonical_smiles: Cc1cc(C)cc(-c2cncc(CN3CCC(C(N)=O)CC3)c2)c1
  NPYLR7 ag: 5; mcGAS inh: .; hcGAS inh: -10
canonical_smiles: CCCOc1nn(CCC)cc1C(=O)N1CCC(C(N)=O)CC1
  NPYLR7 ag: 2; mcGAS inh: -5; hcGAS inh: -6
canonical_smiles: COc1cccc(C(=O)Nc2c(C)nc3cc(C)ccn3c2=O)c1OC
  NPYLR7 ag: 3; mcGAS inh: .; hcGAS inh: -15

# Remaining list, next part:
# The line under a structure holds: NPYLR7 ag	mcGAS inh	hcGAS inh
CCNC(=O)O[C@H]1[C@H](NC(=O)Cc2ccc(F)cc2)[C@H]2O[C@@H]1c1ccccc12
 : 6	-7	-9
Cc1ccc2c(CC(=O)N3CCC(C(=O)O)CC3)coc2c1C
 : -3	-3	6
COc1ccc2cc(C3CN(C(=O)CCn4cnnc4)CCO3)ccc2c1 (stereo not given)
 : 3	.	-2
CCCN(C)C(=O)c1ccc(CSc2nnc(-c3ccncc3)n2-c2cccc(Cl)c2)cc1
 : 24	-4	-2
CC(=O)c1ccccc1NC(=O)c1ccc(S(C)(=O)=O)cc1
 : 5	.	-2
N#Cc1c(NC(=O)c2cc(-c3cccs3)on2)sc2c1CCCC2
 : -1	.	-2
CNC(=O)[C@@]1(OCc2cccc(C)c2)CC(OCc2ccc(C#N)cc2)[C@H](O)[C@H](O)C1 (stereo not given in full)
 : 4	-2	2
CN(Cc1ccccc1)CC(O)Cn1cnc2cc(F)c(F)cc21 (stereo not given)
 : -4&-2	-12	2&-8
COc1ccc(CCNC(=O)c2oc3c(Cl)cc(C)cc3c2C)cc1
 : 3	-13	-12
Nc1nc2ccc3ccccc3c2s1
 : 0	.	0
Cc1ccc(Cl)cc1NS(=O)(=O)N1CCCCCC1
 : 14	5	4
Cc1ccc(NC2=NC3CS(=O)(=O)CC3S2)cc1 (stereo not given)
 : 5	.	-1
CC1NC(=S)N(c2ccc(-c3cn4ccsc4n3)cc2)C1=O (stereo not given)
 : 6	.	-5
NC1(C(=O)NCC2CCN(C3Cc4ccccc4C3)C2)CCCC1 (stereo not given)
 : 4	-15	-6
CNc1nc2cnc(Nc3ccc(O)cc3)cc2n1-c1cccc(C(F)(F)F)c1
 : -14	-2	2
C/C=C\C(=O)NCC1CN(c2ccccc2)C(=O)O1 (stereo not given)
 : 4	.	-1
COc1ccc(NC(=O)c2cccnc2SCc2ccccc2C)cc1OC
 : 1	-6	-4
CCOC(=O)C1CCCN(C(=O)c2cnn(-c3ccc(Cl)cc3)c2CC)C1 (stereo not given)
 : 4	-10	-9
CCCC12CN3CC(C)(CN(C1)C3c1ccco1)C2=O (stereo not given)
 : 6	.	-6
CCCCNC(=O)CSC1=Nc2ccccc2CS1
 : 5	-6	1
CCC(=O)NCCn1ncc2c(N3CCCCC3)nc(SC)nc21
 : .	-6	-5
COCCN1CCC(CN(C)c2ccnc(C(F)(F)F)n2)CC1
 : .	-7	-17
CNC(=O)CSc1nnc(-c2ccco2)n1C
 : 1	-6	-7
Cc1cccc(C(C(=O)N2CCN(C)C3(CCN(C)CC3)C2)N(C)C)c1 (stereo not given)
 : 10	.	-5
CC(C)=CC(=O)NCC1(CN2CCN(C)CC2)CC1
 : 2	.	-4
O=C(NC(C(=O)N1CCCC1)C1CCN(C(=O)c2ccc(Cl)cc2)CC1)C1CC1 (stereo not given)
 : 15	-3	-4
CCc1ccc(C(=O)N2CCC3(CC2)SCCN3C(=O)c2cccc(C)c2)cc1
 : 16	-4	-8
CC(C)Nc1cc(N2CCN(Cc3ccnc(C(C)C)n3)CC2)ncn1
 : 20	.	-8
CCN(CC)CCn1c2c(c(SCC(=O)Nc3ccccc3C)nc1=O)CCCC2
 : 2	-8	-13
NC(=S)N/N=C\c1ncccc1N
 : 8	-11	-5

# (next part)
# The line under a structure holds: NPYLR7 ag	mcGAS inh	hcGAS inh
CCCNC(=O)N(Cc1nccn1Cc1cccc(C(F)(F)F)c1)CC1CC1
 : 5	-5	-6
COc1ccc(C(=O)NCCN2CCn3cc(OC)c(=O)cc3C2=O)cc1
 : 7	.	1
Cc1nc(-c2ccc(F)cc2)sc1C(=O)N1CCCCC1CC(N)=O (stereo not given)
 : 1	.	-10
OC[C@@H]1C[C@@H]2O[C@H]1[C@H]1CN(Cc3ccccc3)C[C@H]1[C@@H]2O
 : 8	-5	3
CCOC(=O)c1c(C)[nH]c(C(=O)C(C)OC(=O)c2cnc(C)cn2)c1C (stereo not given)
 : 6	.	-2
Cc1ccc(CNCc2cn(-c3ccc(F)cc3F)nc2-c2ccccc2C)o1
 : 0	-2	6
Cn1ccnc1C1CCCCN1Cc1c(C(=O)N2CCCCCCC2)nc2sccn12 (stereo not given)
 : 16	.	-11
COC(=O)c1ccc(-c2cccc(NC(C)=O)c2)c(C)c1
 : .	-11	-5
CCNC(=O)N1CCN(S(=O)(=O)c2ccc(C)c(C)c2)CC1
 : -1	-8	-5
CCCCCN1CC2=C(C1=O)C(c1ccc(OC)cc1)NC(=O)N2 (stereo not given)
 : 2	.	5
CC1CC(C)CN(Cc2nc(N)nc(N)n2)C1 (stereo not given)
 : 7	.	-2
Nc1cc(-c2ccc(Cl)c(Cl)c2)nn1-c1ccc(C(=O)NCCOc2ccccc2Cl)cc1
 : 5	-3	-3
CCn1c(C2CCCN(C(=O)c3cnnn3-c3ccccc3)C2)nn(C)c1=O (stereo not given)
 : 2	.	-9
Fc1ccc(-c2nc(-c3ccccc3Cl)no2)cc1
 : -2	-5	-10
O=C(CNC(=O)OCC(F)(F)F)NCC1CC=CCC1 (stereo not given)
 : 8	-11	-6
Cc1cncc(NC(=O)c2ccc(CN(C)Cc3snnc3C)cc2)c1
 : 6	-13	-6
CC(C)CNC(=O)c1cn(Cc2ccccc2)nc1OCc1ccccc1
 : -1	-5	-2
CCSC1=C(C#N)C(C)(C)C(C#N)C(=O)N1 (stereo not given)
 : -2	0	4
O=C(NC1CC1)c1cc2n(n1)CCCN(C(=O)c1n[nH]c3ccccc13)C2
 : -5	-10	-4
O=C(Cc1ccccc1)Nc1ccnn1C1CCN(Cc2ccc(C3CCCC3)s2)CC1
 : 4	-9	-6&-5
NC(=O)[C@@H]1CN2CCN(C(=O)CC3CCCC3)C[C@@H]2[C@H]1c1ccccc1
 : 4	2	3
Cc1cccnc1CC(C)N(C)C(=O)c1ccc2cccnc2n1 (stereo not given)
 : 9	.	-7
CCC1CCCCN1C(=O)c1c(-c2ccccc2Cl)noc1C (stereo not given)
 : -7	-6	-6
Fc1ccc(C2CC(c3ccc(Br)cc3)=NN2c2nc(-c3ccccc3)c3cc(Cl)ccc3n2)cc1 (stereo not given)
 : -5	-3	-2
CC(=O)N1CCN(C(=O)CN2CCc3ccccc32)C(C)C1 (stereo not given)
 : -1	.	-19
Cc1nnc(SCC(=O)NCC2CC(C(C)C)=NO2)s1 (stereo not given)
 : 12	.	-6
O=c1ccc(Br)cn1CCn1cc(Br)cn1
 : 0	.	3
CCCNC(=O)c1cnn(-c2ccccc2)c1C1CC1
 : -1	.	-6
CN(Cc1csc(-c2cnn(C)c2)n1)CC1CCN(CCO)CC1
 : 3	.	-11
Cc1ccc(C(NC(=O)C(C)c2c(C)nn(C)c2C)C(C)(C)C)o1 (stereo not given)
 : 1	-7	-14

# Other structures follow.
# The line under a structure holds: NPYLR7 ag	mcGAS inh	hcGAS inh
O=C(NC1CC1)C1COC2(CCN(C(=O)c3ccccc3Cl)CC2)N1C(=O)c1cccc(F)c1 (stereo not given)
 : 3	-3	2
CCCCNC(=O)C1(C)CCN1C(=O)c1ccc2ccccc2n1 (stereo not given)
 : 4	-4	-11
O=C1OC(/C=C\c2cccc([N+](=O)[O-])c2)=NC/1=C/c1ccc2c(c1)OCO2
 : 0	2	0
COCCCNC(=O)c1ccc2ccccc2c1
 : 7	.	-4
CC1(C(=O)NS(=O)(=O)c2cccc(F)c2)CCN1C(=O)C1(c2ccccc2)CC1 (stereo not given)
 : 1	.	-11
CC(C)c1ccc(CNC(C)c2ccc3c(c2)OCCO3)cc1 (stereo not given)
 : 2	.	-8
CCOC(=O)Cc1csc2nc(C(F)(F)F)c(C#N)c(=O)n12
 : 6	-4	-3
OC1CCCN(c2ccnc(N3CCN(CCc4ccccc4)CC3)n2)C1 (stereo not given)
 : 4	-17	-4
Cc1ccc(OCC(=O)Oc2coc(CSc3nc(C)cs3)cc2=O)cc1
 : -3	-8	-8
Cc1ccccc1-c1nn(-c2ccc(F)cc2F)cc1CN(C)Cc1n[nH]c(=O)[nH]1
 : 13	-10	-3
O=C(NC1CCc2cc(F)ccc21)NC(c1nccs1)C1CC1 (stereo not given)
 : -23	.	-4
COc1cc(OC)cc(C(=O)NC2CCN(c3ccccc3C(=O)N3CCCC3)CC2)c1
 : -2	-6	-5
CCN1CCCCC1CNC(=O)NCc1ccc(S(C)=O)cc1 (stereo not given)
 : 0	.	-7
CCc1nc(C)c(C(=O)NCCc2nc(C)c(C)s2)o1
 : -8	-4	7
Cc1c(C(=O)N2CCOCC2)c(CC(C)C)nn1-c1ccc(F)cc1
 : 22	-5	-7
O=C(Nc1ccc2nc([C@H]3C[C@H](O)[C@@H](CO)O3)[nH]c2c1)C1Cc2ccccc2O1 (stereo not given in full)
 : 10	-3	-3
Cc1nc(C(C)NC(=O)CSc2ccncc2)n[nH]1 (stereo not given)
 : 9	-7	-1
O=C(c1cc(Cl)cc(Cl)c1)N(Cc1cccc(OS(=O)(=O)c2cccc(C(F)(F)F)c2)c1)Cc1ccco1
 : -3	-6	-4
O=C(CN1C2=NCCN2c2ccccc21)c1cccc(Br)c1
 : 9	.	-8
COCCn1ccnc1C1CC(=O)Nc2c1c(C1CC1)nn2C (stereo not given)
 : 2	.	-7
